HCMV inh = qHTS Assay for inhibitors of the human cytomegalovirus (HCMV); HFF cells, HCMV-luciferase reporter, 72 h; active compounds read low; activity change, negative = inhibition, % at 57.5 µM; hit rate 4.5% among 410,000; in the data active = activity change below about -60%; inconclusive = no clear call, values can overlap the other calls; inactive = above about -39%
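Screen run at 2 compound doses on HFFs infected with reporter HCMV, MOI 1 PFU/cell. Luciferase activity from cell lysates at 72 h post infection gave inhibition relative to buffer-only and Salinomycin wells.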
* hit, by the source's call. % is set by controls: 0 for no effect and ±100 for the full control effect. The list is partial (hit frequency here may not be typical).

For CC(C)(C)CNC(=O)C1(C)CCN1C(=O)c1ccccc1CCc1ccccc1 (stereo not drawn) the results were HCMV inh -15.3.
Screening COc1ccc2c3c([nH]c2c1)[C@H](CO)N(C(=O)C1CCC1)CC31CCN(C(=O)c2ccncc2)CC1 returned HCMV inh 10.7.
Cc1ccc2ccccc2c1C(O)c1ncc(-c2cccc(F)c2)[nH]1 (stereo not drawn) was read as HCMV inh 19.7.
For O=S1(=O)C=C[C@@H](COCc2ccccc2)N1Cc1ccc(Br)cc1 the results were HCMV inh -20.9.
For O=C(OCc1cn([C@H]2CN(CC3CCCCC3)[C@@H](c3ccc(Cl)cc3)C[C@@H]2O)nn1)c1ccccc1 the results were HCMV inh -13.9.
Screening CCCCNC(=O)c1nc(C2CCN(S(=O)(=O)c3ccc(F)c(F)c3)CC2)oc1-c1ccccc1 returned HCMV inh -36.4.
O=C(Nc1ccccc1)c1cc(C2COCCN2C(=O)C2CC2)on1 (stereo not drawn) was read as HCMV inh 9.7.
`COC(=O)[C@]12CCCCC=C1N(Cc1ccccc1)C(=O)[C@H](CC(=O)N1CCC(c3ccccc3)CC1)C2` gave HCMV inh 0.7.
Cc1ccc(OCc2cc(C(=O)N3CCCC(C)C3)no2)cn1 (stereo not drawn) was read as HCMV inh inconclusive.
Cc1cn([C@H]2C[C@H](O)[C@@H](/C=C/C(=O)NCc3ccc(N(C)C)cc3)O2)c(=O)[nH]c1=O was read as HCMV inh 38.8.
For COc1cccc(Nc2nc(C(N)Cc3ccccc3)cs2)n1 (stereo not drawn) the results were HCMV inh -25.1.
For O=C1[C@H]2[C@@H](c3ccccc3)N[C@]3(CCCN(CC4CCCCC4)C3=O)[C@H]2C(=O)N1Cc1ccccc1 the results were HCMV inh 13.7.
`C1CCC(NC2=NCCO2)CC1` gave HCMV inh -33.0.
Cc1cccc(NC(=O)CSc2nc(=O)n(CCCN3CCOCC3)c3c2CCCC3)c1C was read as HCMV inh inconclusive.
CCSC1C(=O)N(C)C(SCC)C(=O)N1C (stereo not drawn) was read as HCMV inh 33.5.

Next section (two carried over from the part before).
Cc1cccc(NC(=O)CSc2nc(=O)n(CCCN3CCOCC3)c3c2CCCC3)c1C was read as HCMV inh inconclusive.
CCSC1C(=O)N(C)C(SCC)C(=O)N1C (stereo not drawn) was read as HCMV inh 33.5.
For COC(=O)[C@H]1C[C@H](OC(=O)NC2CCCC2)[C@@]2(O)CN(S(=O)(=O)c3ccc(C)cc3)CC2[C@H]1C(=O)OC (stereo partly drawn) the results were HCMV inh -5.6.
For CN1C(=O)c2c(C(=O)Nc3ccc(Oc4ccncc4)cc3)[nH]c(-c3ccccc3)c2C1=O the results were HCMV inh 32.3.
For COc1ccc(Nc2nccc3c2cc(-c2cccc(F)c2)n3C)cc1OC the results were HCMV inh -27.7.
For CCCCN(C=O)c1c(CC)nc2ccc(C(=O)N3CCN(C)CC3)cn12 the results were HCMV inh -17.4.
Nc1ccc2c(Cl)cc(Cl)cc2c1 was read as HCMV inh -25.8.
Screening CCc1nc2c(OCc3cc(Cl)cc(Cl)c3)cccn2c1N(C)C(=O)c1ccc(OC)cc1 returned HCMV inh 14.3.
For CN(C)C(CNC(=O)c1cc(Br)c(Br)s1)c1ccco1 (stereo not drawn) the results were HCMV inh -67.9*.
Screening CCN(CC)S(=O)(=O)c1ccc(C(=O)NC(=S)N2CCN(c3ccccc3O)CC2)cc1 returned HCMV inh -3.1.
C#CCOCC1CNC(=S)O1 (stereo not drawn) was read as HCMV inh 16.3.
For Cn1c(=O)c2cc(NC(=S)NCc3ccccc3F)ccc2n1Cc1ccc(F)cc1 the results were HCMV inh 4.1.
CC(=O)Nc1ccc(CN2C(=O)C(C)(C)ON=C2c2ccc(NC(C)=O)cc2)cc1 was read as HCMV inh -6.4.
For C=CCC[C@H](CCCCC)OC(=O)/C=C/[C@@H](O)[C@H](O)C[C@H](O)CC=C the results were HCMV inh -10.4.
For CC(C)(C)n1nnnc1C(c1ccccc1)N1CCN(C/C=C/c2ccccc2)CC1 (stereo not drawn) the results were HCMV inh 7.6.
For Cc1cc(C(=O)N2CCC2(C)C(=O)NCCC#N)nn1C (stereo not drawn) the results were HCMV inh -23.2.
Screening COc1cccc(-c2ccc(C3=CC(=O)CC(C)(C)C3=O)cc2)c1OC returned HCMV inh -11.0.
`COc1cccc(C(C)(O)c2nc(-c3cc4ccccc4o3)cs2)c1` (stereo not drawn) gave HCMV inh -39.0.
`O=C(C(O)c1ccccc1)N1CCN(S(=O)(=O)c2ccc(F)c(F)c2)CC1` (stereo not drawn) gave HCMV inh 4.8.
Screening COc1ccc(-c2coc3c(C(=O)NCCc4ccccc4)cccc23)c(C)c1 returned HCMV inh -26.5.
COCOCCn1cc(CN2CCS(=O)(=O)N(Cc3ccc(-c4ccc(F)nc4)cc3)C(C)C2=O)nn1 (stereo not drawn) was read as HCMV inh -13.3.
`CCc1nc2ccc(C(=O)N(CC)CCN(C)C)cn2c1N(C)C(=O)C1CCCCC1` gave HCMV inh 9.6.
Screening O=C(NCc1ccc2c(c1)OCO2)C(=O)NCC1OCCCN1S(=O)(=O)c1ccccc1 (stereo not drawn) returned HCMV inh -28.0.
For COc1cc(C(=O)N2C[C@H]3CON(C)[C@H]3C[C@H]2c2ccc(N3CCCCC3)cc2)cc(OC)c1OC the results were HCMV inh -8.5.
Screening CC(=O)NC(c1cccc(F)c1)c1nc(-c2cccs2)cs1 (stereo not drawn) returned HCMV inh 12.8.
CC1=C(C(=O)N(C(C)C)C(C)C)CC(CC(=O)NCCCN(C)C)C(=O)N1CCC1=CCCCC1 (stereo not drawn) was read as HCMV inh -4.3.
CCc1nc2ccc(C(=O)Nc3ccc(OC)c(OC)c3)cn2c1N(C)Cc1cccs1 was read as HCMV inh -79.0*.
O=C(NCCN1CCC(n2c(=O)[nH]c3ccccc32)CC1)N1c2ccccc2Sc2ccccc21 was read as HCMV inh -28.8.
For CCCNC(=O)C1(C)CCN1C(=O)C1(c2ccccc2)CC1 (stereo not drawn) the results were HCMV inh -7.0.
`N#Cc1c(N)n[nH]c1Cc1cccc2ccccc12` gave HCMV inh -39.6.
`CCCCNC(=O)C1(C)CCN1C(=O)c1c(F)ccc(C)c1F` (stereo not drawn) gave HCMV inh 4.2.
For CC(C)CC(N)c1csc(NC(=O)NCCc2ccccc2)n1 (stereo not drawn) the results were HCMV inh -22.7.

Taken from above (15 entries):
For CC(C)(C)n1nnnc1C(c1ccccc1)N1CCN(C/C=C/c2ccccc2)CC1 (stereo not drawn) the results were HCMV inh 7.6.
For Cc1cc(C(=O)N2CCC2(C)C(=O)NCCC#N)nn1C (stereo not drawn) the results were HCMV inh -23.2.
Screening COc1cccc(-c2ccc(C3=CC(=O)CC(C)(C)C3=O)cc2)c1OC returned HCMV inh -11.0.
`COc1cccc(C(C)(O)c2nc(-c3cc4ccccc4o3)cs2)c1` (stereo not drawn) gave HCMV inh -39.0.
`O=C(C(O)c1ccccc1)N1CCN(S(=O)(=O)c2ccc(F)c(F)c2)CC1` (stereo not drawn) gave HCMV inh 4.8.
Screening COc1ccc(-c2coc3c(C(=O)NCCc4ccccc4)cccc23)c(C)c1 returned HCMV inh -26.5.
COCOCCn1cc(CN2CCS(=O)(=O)N(Cc3ccc(-c4ccc(F)nc4)cc3)C(C)C2=O)nn1 (stereo not drawn) was read as HCMV inh -13.3.
`CCc1nc2ccc(C(=O)N(CC)CCN(C)C)cn2c1N(C)C(=O)C1CCCCC1` gave HCMV inh 9.6.
Screening O=C(NCc1ccc2c(c1)OCO2)C(=O)NCC1OCCCN1S(=O)(=O)c1ccccc1 (stereo not drawn) returned HCMV inh -28.0.
For COc1cc(C(=O)N2C[C@H]3CON(C)[C@H]3C[C@H]2c2ccc(N3CCCCC3)cc2)cc(OC)c1OC the results were HCMV inh -8.5.
Screening CC(=O)NC(c1cccc(F)c1)c1nc(-c2cccs2)cs1 (stereo not drawn) returned HCMV inh 12.8.
CC1=C(C(=O)N(C(C)C)C(C)C)CC(CC(=O)NCCCN(C)C)C(=O)N1CCC1=CCCCC1 (stereo not drawn) was read as HCMV inh -4.3.
CCc1nc2ccc(C(=O)Nc3ccc(OC)c(OC)c3)cn2c1N(C)Cc1cccs1 was read as HCMV inh -79.0*.
O=C(NCCN1CCC(n2c(=O)[nH]c3ccccc32)CC1)N1c2ccccc2Sc2ccccc21 was read as HCMV inh -28.8.
For CCCNC(=O)C1(C)CCN1C(=O)C1(c2ccccc2)CC1 (stereo not drawn) the results were HCMV inh -7.0.

Next records follow:
`COC(=O)c1ccc2nc(-c3cccc(Cl)c3)c(Cc3ccsc3)n2c1` gave HCMV inh 5.8.
Screening O=C(Nc1nc2ccc(F)cc2s1)c1ccc([N+](=O)[O-])o1 returned HCMV inh inconclusive.
For CSCCC(NC(=O)COc1ccccc1)C(=O)NCC(C)(C)N1CCOCC1 (stereo not drawn) the results were HCMV inh -10.6.
O=C(O)c1ccc(NC2=C/C(=N/S(=O)(=O)c3cccs3)c3ccccc3C2=O)cc1 was read as HCMV inh -24.2.
Screening CC(C)C(=O)N1CCC1(C)C(=O)NCc1ccc(F)cc1Cl (stereo not drawn) returned HCMV inh 10.2.
`O=C(CN1c2cccc3cccc(c23)S1(=O)=O)NCc1ccccc1Cl` gave HCMV inh 14.6.
`COc1ccc(-c2ccccc2)cc1NC(=O)[C@@H]1O[C@H](CO)[C@H](O)[C@H](O)[C@H]1O` gave HCMV inh 45.8.
Screening O=C(Nc1cccc2ccccc12)c1csc(COCCO)n1 returned HCMV inh 70.7.
Cc1ccc(S(=O)(=O)NN=C(c2ccccc2)c2cccs2)cc1 was read as HCMV inh 18.3.
Cc1ccc(Cn2cc(CN3CC(N4CCCCC4)CS3(=O)=O)nn2)cc1 (stereo not drawn) was read as HCMV inh -12.8.
`Cc1cnc(CNC(=O)c2ccc3nc([C@@H]4O[C@H](CO)[C@H](O)[C@H](O)[C@H]4O)[nH]c3c2)cn1` gave HCMV inh inconclusive.
O=C(NC(=S)Nc1cccnc1)c1cccc(Cl)c1 was read as HCMV inh 7.1.
CC(C)(C)c1ccc(-n2ncc3c2CCCC3NC(=O)CCC2=NNC(=O)CC2)cc1 (stereo not drawn) was read as HCMV inh -75.5*.
For CCOC(=O)c1cnc2c3c(noc13)CCC2 the results were HCMV inh -101.4*.
For CCCCCCCCN1C(=O)[C@H](CC(=O)N2CCN(C(=O)c3ccco3)CC2)C[C@@]2(C(=O)OCC)CCCC=C12 the results were HCMV inh -10.2.
`CNc1cc(-c2ccc(OC)nc2)ncn1` gave HCMV inh 54.0.
`Cc1cc(C(=O)CCC(=O)Nc2cccc(F)c2)c(C)s1` gave HCMV inh -8.0.
COc1ccc(-c2ccc3[nH]c4c(c3c2)CCN2C(=O)[C@@H]([C@H](C)O)[C@@H](N(C)C(=O)Nc3cc(Cl)cc(Cl)c3)C[C@@H]42)cc1 was read as HCMV inh 11.6.
For CC(C)[C@H](NC(=O)c1c(F)cccc1F)C(=O)OCC(=O)NNC(=O)c1ccccc1 the results were HCMV inh 68.9.
COc1ccc(OCc2nnc(SCC(=O)Nc3oc(C)c4c(C)n[nH]c(=O)c34)n2C)cc1 was read as HCMV inh 27.8.
For CC(C)N(C)c1ncnc2c1ncn2[C@H]1CN(CCc2ccccc2)C[C@@H](CO)O1 the results were HCMV inh 52.9.
CC(=O)ON=C1C=CC(=C(C#N)c2ccccc2)C=C1 was read as HCMV inh -101.2*.
For Cc1cccc(CC(=O)N[C@@H](Cc2ccccc2)C(O)c2nc3ccccc3[nH]2)c1 (stereo partly drawn) the results were HCMV inh -9.2.
CC(C)(C)c1ccc(CC(=O)N2CCC2(C)C(=O)N2CCCCC2)cc1 (stereo not drawn) was read as HCMV inh 0.2.
For CCc1nc2ccc(C(=O)N(C)C(C)C)cn2c1N(CC)Cc1cccc(Br)c1 the results were HCMV inh -7.6.
CCCCCCN1CCN(C2CN(Cc3ccc(F)cc3)S(=O)(=O)C2)CC1 (stereo not drawn) was read as HCMV inh -15.8.
Cc1ccc(F)c(S(=O)(=O)NC(=O)C2(C)CCN2C(=O)Cc2ccc(C(C)(C)C)cc2)c1 (stereo not drawn) was read as HCMV inh -27.6.
Screening COc1ccc(C(C)(NC(C)=O)c2nc(-c3cccc(C(=O)O)c3)cs2)cc1 (stereo not drawn) returned HCMV inh -20.4.
`O=C(Nc1ccc(S(=O)(=O)NC2=NCCCCC2)cc1)c1cccc(OC(F)F)c1` gave HCMV inh 70.0.
For COc1ccc(-c2nc3cnc(Nc4ccccn4)cc3n2C)cc1OC the results were HCMV inh -9.6.
For CCCCCCn1c(=O)n2n(c1=O)C[C@]1(OC(=O)NCc3ccccc3F)CN(S(=O)(=O)c3ccc(C)cc3)C[C@]1(O)C2 the results were HCMV inh -13.0.
For CC(=O)Nc1nc(-c2ccc(-c3ccccc3)cc2)cs1 the results were HCMV inh -5.5.
Screening Cc1ccccc1S(=O)(=O)NC(=O)C1(C)CCN1C(=O)C/C=C/c1ccccc1 (stereo not drawn) returned HCMV inh -36.3.
Screening COc1ccc(C(=O)c2[nH]c(N)c(C(=O)NCCc3c[nH]c4ccccc34)c2-c2ccc(Br)cc2)cc1 returned HCMV inh 26.9.
`CCCCCCN1C[C@H](n2cc(C3CC3)nn2)[C@@H](O)C[C@@H]1c1ccc(C)cc1` gave HCMV inh -27.9.
Screening COc1ccc(NC(=O)C(c2ccccc2)n2c(=O)c(-c3cc4ccccc4[nH]3)nc3ccccc32)cc1 (stereo not drawn) returned HCMV inh 35.2.
C[C@@H]1CCCCO[C@H](CN(C)C(=O)c2ccccc2)[C@@H](C)CN([C@H](C)CO)C(=O)c2cc(NC(=O)NC3CCCCC3)ccc2O1 was read as HCMV inh -22.5.
Screening CSc1ccc(CN2CCC(C)(Oc3ccccc3C)C2)cc1 (stereo not drawn) returned HCMV inh -21.6.
For O=C(c1ccccc1F)N1CCC2CC1c1cc(-c3ccc4c(c3)OCO4)ccc12 (stereo not drawn) the results were HCMV inh -14.7.
For Fc1cccc(-c2ccc3c(c2)CN(c2cccc(Cl)c2)Cc2cnnn2-3)c1 the results were HCMV inh inconclusive.
C#CCNC(=O)C[C@@H]1C[C@@]2(C(=O)OCC)CCC=C2N(Cc2cccc3ccccc23)C1=O was read as HCMV inh -1.3.
Screening CCN1C(=O)[C@H]2[C@@H](c3ccc(C(F)(F)F)cc3)N[C@]3(CCCN(Cc4ccc(F)cc4)C3=O)[C@H]2C1=O returned HCMV inh -3.7.
Screening COc1ccc(CNC(=O)CCS(=O)(=O)c2ccc3nc(C)sc3c2)cc1 returned HCMV inh 32.8.
